MITF TRPM1 inh – inhibitors of MITF-driven TRPM1 promoter in melanoma cells | SK-MEL-5 TRPM1 promoter luciferase, 24 h | inhibition, % at 12.5 µM | 330,000 tested, 0.83% active | AID 488899;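 active = mean inhibition across replicates of 60% or more, whatever share of single replicates reaches that level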; note: values of inactives mirror those of a sister screen read the other way
C8 TRAIL sens – caspase-8 TRAIL sensitization. NB7+C8 cells + TRAIL, ATPlite viability luminescence. inhibition (viability loss, TRAIL sensitization), % at 10 µM. 360,000 tested, 1% active;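 active = compounds causing at least 50% loss of cell viability in the single-dose screen, relative to plate controls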
NR2E3 ag-1 – human photoreceptor-specific nuclear receptor agonism; Q9Y5X4; CHO-S Gal4-NCOR/VP16-NR2E3 two-hybrid, luciferase; inhibition of corepressor binding, % at 3.98 µM; 360,000 tested, 0.35% active; AID 602229;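 active = inhibition above the mean of all tested compounds plus 3 SD, cut at about 70% in these data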;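 note: 0% = DMSO with NR2E3 transfected cells and 100% = cells lacking NR2E3 construct; higher means lower luciferase signal from less NR2E3 corepressor binding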
Target sequence (Q9Y5X4 whole entry, looked up, the tested form may be a part): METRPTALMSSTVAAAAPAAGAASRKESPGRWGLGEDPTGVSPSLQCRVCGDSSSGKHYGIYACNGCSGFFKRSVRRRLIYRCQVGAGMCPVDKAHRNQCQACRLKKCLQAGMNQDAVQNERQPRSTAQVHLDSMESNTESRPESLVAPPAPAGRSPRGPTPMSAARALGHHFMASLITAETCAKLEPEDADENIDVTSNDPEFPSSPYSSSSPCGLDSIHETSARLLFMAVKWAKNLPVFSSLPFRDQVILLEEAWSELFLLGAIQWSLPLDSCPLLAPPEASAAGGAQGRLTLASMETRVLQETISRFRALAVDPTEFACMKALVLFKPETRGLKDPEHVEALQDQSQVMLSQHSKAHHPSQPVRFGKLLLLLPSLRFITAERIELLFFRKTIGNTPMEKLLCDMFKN
HIF-2a inh – inhibitors of HIF-2a; 786-0 RCC cells HIF-2a reporter, luciferase luminescence, overnight; inhibition, % at 18.8 µM; 360,000 tested, 0.72% active; AID 624352;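 active = inhibition of the luminescence signal of 40% or more relative to plate controls, in a single-dose primary screen at 18.75 µM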
Shn3 inh set2 – Schnurri-3 reporter inhibition in Clone20 osteoblasts; Clone20 osteoblast Shn3 3'UTR firefly luciferase, 24 h; inhibition, % at 12.5 µM; 360,000 tested, 0.52% active; AID 588674;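 active = mean inhibition of at least 75% with every replicate also reaching 75%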;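 note: 0% = median of neutral control wells and 100% = pilot-screen positive control compound; some compounds past the cut are filed as inactive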
hiPSC survival – hiPSC single-cell survival enhancement; ATPlite luminescence; 100% = ROCK inhibitor wells, 0% = DMSO; survival enhancement, % at 20 µM; AID 602274; 360,000 tested, 0.044% active; in the data active = survival enhancement above about 18%;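 note: cells exposed to compounds for 16 hours before the ATP read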
CF NFkB block – blocks PAF-induced NF-kB reporter in cystic fibrosis cells; KKLEB NF-kB-GFP reporter, GFP fluorescence overnight; inhibition, % at 5 µM; 360,000 tested, 0.86% active; AID 588850;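 active = at least 50% inhibition at 5 µM, scaled per plate between neutral and stimulator controls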;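 note: PAF is a Pseudomonas aeruginosa culture filtrate used as stimulus; plate controls were PAF-stimulated DMSO wells for no effect and unstimulated DMSO wells for full effect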
KKLEB tox – reduces viability of KKLEB cystic fibrosis airway cells; 360,000 tested, 0.36% active; KKLEB CF airway cells viability, ATPlite luminescence, overnight; active compounds read low; cells stimulated with P. aeruginosa culture filtrate; activity change (cytotoxicity), % at 5 µM;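 active = corrected activity change at or below -50% at 5 µM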
Peg3 promoter – Peg3 promoter activity inhibition; 360,000 tested, 1.7% active; inhibition, % at 20 µM; HeLa PEG-Prom luciferase reporter, luminescence, overnight;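 active = inhibition of at least 50% at 20 µM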
EBV LMP1 NFkB – reduces LMP1-driven NF-kappaB luciferase signal; LMP1-induced NF-kappaB luciferase reporter cells, luminescence; inhibition, % at 12.5 µM; 350,000 tested, 0.69% active; in the data active = inhibition above about 41%;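 note: 0% = neutral control wells and 100% = reference inhibitor control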
NR2E3 ag-2 – NR2E3 (human) agonism | inhibition of corepressor binding, % at 4.78 µM | AID 2300 | Q9Y5X4 | GST-NR2E3/biotin-RetCOR TR-FRET, 1536-well | 320,000 tested, 0.12% active;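 active = percent inhibition above the cutoff of mean plus 3 SD of all tested compounds, set per screening campaign, cut at about 20% in these data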;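 note: 0% = DMSO wells and 100% = biotin wells as full block of FRET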
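Format: 1536-well format; test system: GST-NR2E3 and biotin-RetCOR proteins; read-out basis: percent inhibition of TR-FRET ratio; timing: 5 h incubation at 4 °C; detection: time-resolved FRET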
* marks the source's active call; other numbers are inactive results; . = no result given. The list is partial; the hit share may differ from the screen's.

Sequence of screens – MITF TRPM1 inh	C8 TRAIL sens	NR2E3 ag-1	HIF-2a inh	Shn3 inh set2	hiPSC survival	CF NFkB block	KKLEB tox	Peg3 promoter	EBV LMP1 NFkB	NR2E3 ag-2
CCC(=O)Nc1cccc(C2=NOC3(C2)C[C@@H](C(N)=O)N(C(=O)CC(c2ccccc2)c2ccccc2)C3)c1 (stereo not given in full)
→ 2	-5	-17	12	-1	-0.7	-3	16	-10	7	4
CCN(C(=O)COC(=O)c1nccnc1N)c1cccc2ccccc12
→ 6	-3	-27	16	-5	1.3	8	4	4	-13	.
O=C(NCCNCCO)c1c(O)c2cccc3c2n(c1=O)CCC3
→ 15	11	-26	16	12	6.8	-26	-2	26	6	1
O=C(Cn1c(=O)n(-c2ccccc2)c(=O)c2oc3ccccc3c21)Nc1ccccc1
→ 15	23	-25	14	-36	-2.2	2	-5	5	2	0
COc1cc(NC(=O)c2cccnc2)ccc1NC(=O)c1ccccc1Cl
→ -10	5	2	-13	-17	0.6	-6	-4	-13	-5	3
CCOCCCNC(=O)C(NC(=O)c1ccccc1O)c1ccc(Cl)cc1 (stereo not given)
→ -1	-12	9	16	11	0.3	-45	8	5	-13	5
Cc1cc(C)nc(OC(=O)c2c(Cl)cc(Cl)cc2Cl)n1
→ -13	3	4	16	-13	0.4	6	10	9	1	-1
O=C(CCN1CCN(c2ccc(Cl)cc2)CC1)Nc1nccs1
→ 1	4	33	5	15	-1.0	-1	-6	11	4	-2
COc1ccccc1NS(=O)(=O)c1cc(C(=O)N2CCCCCC2)ccc1C
→ -14	6	-15	9	9	-0.4	-3	14	0	-3	.
CCC(C)(C)NC(=O)CSc1nc(Cc2ccccc2)nc2ccccc12
→ -12	-9	-5	28	-7	0.3	12	-2	25	9	.
CCS(=O)(=O)N1CCC(NC(=O)C(Cc2cc(OC)ccc2OC)NC(C)=O)CC1 (stereo not given)
→ 8	-5	-16	27	3	0.5	-6	2	9	1	1
CC(C)NC(=O)NC(=O)COC(=O)C1CCCN1C(=O)c1cccs1 (stereo not given)
→ -11	0	6	15	-4	2.9	-10	12	8	3	0
CCCSc1n[nH]c(NC(C)=O)n1
→ -21	-10	2	1	4	-1.0	1	8	-1	-14	-2
N#CC1=C(Nc2ccccc2)SC=C(c2ccccc2)N=C1N1CCOCC1
→ 5	7	-33	-28	-23	-0.5	3	1	-5	-3	.
Cn1c(SCC(=O)c2ccc(-c3ccccc3)cc2)nnc1-c1ccco1
→ -10	5	-31	8	9	0.5	-3	2	10	3	0
CCNC(=O)c1ccc(NS(=O)(=O)c2ccccc2)cc1
→ 3	11	4	20	7	1.6	-1	-3	8	5	2
O=C(NCc1cccc(C(F)(F)F)c1)c1csc([C@H]2C[C@H](O)[C@@H](CO)O2)n1
→ .	-2	31	6	-3	1.6	-6	1	1	.	.
Cn1c(=O)c2c(nc(NCc3ccco3)n2C)n(C)c1=O
→ -5	-10	10	-4	0	2.0	-5	1	2	-10	1
COc1cc2[nH]c(=O)n(Cc3ccc(C(=O)NCCCN4CCC(C)CC4)cc3)c(=O)c2cc1OC
→ -4	-3	-24	19	0	5.4	-21	0	1	-9	4
COc1ccc(-c2nnc(-c3ccc4ccccc4c3)o2)cc1
→ -92	5	-63	-319	-23	-1.4	-21	10	-401	-23	.

Arranged by molecular weight (falling): some entries from above
Sequence of screens – MITF TRPM1 inh	C8 TRAIL sens	NR2E3 ag-1	HIF-2a inh	Shn3 inh set2	hiPSC survival	CF NFkB block	KKLEB tox	Peg3 promoter	EBV LMP1 NFkB	NR2E3 ag-2
COc1cc2[nH]c(=O)n(Cc3ccc(C(=O)NCCCN4CCC(C)CC4)cc3)c(=O)c2cc1OC
→ -4	-3	-24	19	0	5.4	-21	0	1	-9	4
CCOCCCNC(=O)C(NC(=O)c1ccccc1O)c1ccc(Cl)cc1 (stereo not given)
→ -1	-12	9	16	11	0.3	-45	8	5	-13	5
Cn1c(=O)c2c(nc(NCc3ccco3)n2C)n(C)c1=O
→ -5	-10	10	-4	0	2.0	-5	1	2	-10	1

Next part:
Sequence of screens – MITF TRPM1 inh	C8 TRAIL sens	NR2E3 ag-1	HIF-2a inh	Shn3 inh set2	hiPSC survival	CF NFkB block	KKLEB tox	Peg3 promoter	EBV LMP1 NFkB	NR2E3 ag-2
CC(=O)N/C(=C\c1ccc2c(c1)OCO2)C(=O)NC(C(=O)O)c1ccccc1 (stereo not given)
→ 0	12	2	9	7	-0.6	-18	7	4	-1	-4
CC(NC(=O)/C=C/c1ccco1)c1nc2ccccc2n1Cc1ccccc1F (stereo not given)
→ -2	-11	6	0	3	-1.3	3	2	8	-9	1
COC(=O)CCCN1C(=O)c2cccc3cccc(c23)C1=O
→ -2	-7	-14	-12	-16	-0.5	-14	-4	-10	-5	0
CS(=O)(=O)c1ccc(NC(=O)C2CCCN(C(=O)c3ccc(Cl)cc3)C2)cc1 (stereo not given)
→ 4	-1	7	2	1	-0.2	-6	9	-7	1	4
CCOCC(=O)N1CCN(Cc2ccc3c(c2)OCO3)CC1
→ -4	13	-10	10	8	1.5	-7	-8	4	-2	-1
CCOc1ccc(Cl)cc1S(=O)(=O)N1CCC(C(=O)NC2CC2)CC1
→ -4	2	-27	3	4	0.0	-10	9	8	-4	6
CCOc1ccc(NC(=S)N2CCC(C(=O)c3ccc(OC)cc3)CC2)cc1
→ .	-14	-1	1	14	-0.5	-10	-7	8	3	.
COc1cc(/C=N/NC(=O)NC23CC4CC(CC(C4)C2)C3)ccc1OCC(N)=O
→ -3	14	-13	15	14	-0.5	31	-22	40	4	1
COc1ccc(C2C=C(c3ccccc3)Nc3ncnn32)cc1 (stereo not given)
→ -1	3	-2	-10	10	5.7	-15	7	3	10	-1
O=C(CSCc1ccc(Cl)cc1Cl)Nc1c[nH]c(=O)[nH]c1=O
→ 2	16	-20	18	7	4.0	3	6	5	3	13
COc1ccc(-c2nn(-c3ccccc3)cc2C=O)cc1[N+](=O)[O-]
→ -11	-9	-4	-17	-5	-0.3	-14	-14	-8	1	2
C=C1[C@@H](CCO)N(S(=O)(=O)C(C)(C)C)C[C@@H]1C
→ 4	-4	-25	2	-19	-0.7	29	0	4	-4	.
Cc1ccc(Nc2n[nH]c(=S)s2)cc1C
→ .	2	-126	-229	-21	-3.7	18	4	-185	-23	.
Cc1cccc(C)c1N(CC(=O)N1CCN(C)CC1)S(C)(=O)=O
→ 3	-10	-4	8	-3	-2.0	-7	5	15	-2	4
Oc1ccc(Oc2ncc(Cl)cc2Cl)cc1
→ 7	-3	-1	-34	-6	7.9	-2	-15	-10	-4	-5
Cc1nc2sccn2c(=O)c1S(=O)(=O)Nc1ccc(N2CCOCC2)c(Cl)c1
→ .	10	-9	21	35	-0.9	-3	-13	14	-3	1
Cc1ccc(-c2cc([C@H]3[C@@H]4C=CCC[C@@]4(C)C(=O)N3Cc3ccccc3)ccc2F)cc1
→ 2	8	3	3	2	-2.7	25	-10	-1	6	2
Cn1c(SCC(=O)NC(C)(C)C)nc(O)cc1=O
→ 3	0	14	6	-8	0.1	0	-2	-8	-11	-1
O=C(Nc1ccccc1C(=O)Nc1ccncc1)c1ccc([N+](=O)[O-])cc1
→ 5	2	-20	-42	-13	-0.4	-10	7	-28	-3	3
CC/C(=N/NC(=O)c1ccccc1O)c1c(C)[nH]n(-c2ccccc2)c1=O
→ -1	20	-32	-10	.	-0.3	-8	-4	3	-1	4
O=S(=O)(Nc1ccc(Br)cn1)c1cccs1
→ 11	-2	0	18	-6	-0.9	6	-5	0	10	1
Cc1cccc(NC(=S)Nc2cccc(C(F)(F)F)c2)n1
→ -6	3	9	-13	11	-1.1	7	0	3	-5	1
CCOc1ccc(NC(=O)c2ccc(S(=O)(=O)N(C)C)cc2)cc1
→ 8	2	25	3	5	-0.8	-4	6	-6	0	6
O=C(Nc1ncn[nH]1)c1c(Cl)ccc(Cl)c1Cl
→ -7	6	-23	11	-12	-1.1	4	1	6	12	0
C=CCCc1ccc(C#N)c(SCc2c(C(=O)OCC)c3cc(OC(C)=O)c(Br)cc3n2C)n1
→ 25	32	-15	6	89*	1.2	6	5	27	8	-3
CC1(C)OC(=O)N2CCc3ccccc3C21C (stereo not given)
→ 5	0	-9	17	-8	-1.0	2	-16	8	5	3
Oc1ccc(-c2nc3ccccc3s2)cc1
→ -44	62*	-181	-300	-32	-0.6	-35	-11	-281	-18	-2
COc1nc(Nc2cccc([N+](=O)[O-])c2)nc(OC)n1
→ -3	-6	5	-3	3	-0.6	-23	6	34	0	2
C=CCn1c(Cc2csc(N)n2)nnc1SCC(=O)Nc1ccccc1C(F)(F)F
→ 7	-2	4	-15	-58	1.0	-2	-9	13	-2	4
CCOC(=O)C1(C)CCN1C(=O)c1ccc(OC)c(C(F)(F)F)c1 (stereo not given)
→ .	-10	-22	11	5	3.1	-21	3	-4	.	.
CC1C=CCC2C(=O)N(c3ccc(Cl)cc3O)C(=O)C12 (stereo not given)
→ -12	-8	-8	3	0	-0.6	-4	7	17	1	0
O=C(Nc1ccccc1)N(CCCN1CCOCC1)Cc1cccs1
→ .	1	-27	0	-13	-0.3	13	-13	6	-3	1
COc1cc2[nH]c(=O)n(Cc3ccc(C(=O)NCC4CCCO4)cc3)c(=O)c2cc1OC (stereo not given)
→ 1	5	-13	3	4	-1.7	2	-3	-22	-10	-3
Cc1ccccc1NC(=S)NCc1ccco1
→ 13	0	5	12	-6	2.7	2	4	20	-2	0
CCCOc1ccc(Cn2c(=O)oc3ccc(C)cc32)cc1OC
→ -2	-5	-2	-19	37	-0.4	11	-2	18	-6	2
Cn1c(=O)c2c(nc(CN3CCc4ccccc4C3)n2Cc2ccccc2F)n(C)c1=O
→ 1	-8	12	21	-6	1.9	1	-9	29	6	1
OCCC1CN(Cc2cnc(-c3cccc4ccccc34)nc2)CCN1C1CCCCC1 (stereo not given)
→ 4	8	-14	-12	-46	-0.8	2	-17	-2	-5	4
Cc1ccccc1-n1nnnc1SCc1ncc(-c2ccccc2)o1
→ 0	-4	-2	-15	19	-0.2	-1	7	0	-10	-1
Cc1nc(NC(=O)CN2CCCCC2)sc1C(=O)N(C)C
→ -1	1	-9	6	-20	0.4	-1	2	-41	-4	1
COc1ccc(CCNC(=O)CSCC(=O)Nc2ccccc2)cc1OC
→ 5	2	8	4	13	-0.7	13	8	-4	0	1
CN1C(=O)c2cccc3c(Cl)ccc(c23)C1=O
→ 4	24	14	2	-2	-3.6	-82	13	-4	9	0
CC(C)=NNc1nc2c(c(=O)[nH]c(=O)n2C)n1CCCc1ccccc1
→ 16	3	-19	13	9	-0.2	-10	-6	19	2	1
O=C(Nc1ccccc1Cl)c1ccc2c(=O)n3c(nc2c1)CCC3
→ -71	7	-59	-224	-112	-0.5	-13	-5	-244	-3	0
O=C(c1ccccc1)c1ccc(N2CCCC2)cc1
→ -110	10	-123	-164	-35	-0.8	-12	3	-223	-13	1
C/C(=N\NC(N)=O)c1ccccc1Cl
→ -8	-6	4	5	.	0.0	-6	13	3	6	2
COc1ccc(Cl)cc1NC(=O)CN(C)CC(=O)NCc1cccs1
→ .	4	17	0	-7	-0.2	15	-4	3	-4	1
CN(C)c1cccc(CNC(=O)c2ccc3nc([C@@H]4O[C@H](CO)[C@H](O)[C@H](O)[C@H]4O)[nH]c3c2)c1
→ .	-16	-21	-7	-8	-1.8	13	3	2	.	.

From PubChem
